# RmlCD inh 1536: M. tuberculosis RmlC/RmlD coupled enzyme inhibitors, primary screen, biochemical, compound mixtures, 384-well, from 1536-well plates. inhibition, % at 3.6 µM. AID 1533, 2009. RmlC+RmlD coupled enzyme assay, percent inhibition; primary screen in compound mixtures. dTDP-4-dehydrorhamnose reductase (Mycobacterium tuberculosis (strain ATCC 25618 / H37Rv)) …. 160,000 compounds, 0.03% hits; in the data active = inhibition mostly above about 34%, no sharp cut-off; also: some results filed as inactive read as strong as hits
# Target sequence (P9WH09 whole entry, looked up): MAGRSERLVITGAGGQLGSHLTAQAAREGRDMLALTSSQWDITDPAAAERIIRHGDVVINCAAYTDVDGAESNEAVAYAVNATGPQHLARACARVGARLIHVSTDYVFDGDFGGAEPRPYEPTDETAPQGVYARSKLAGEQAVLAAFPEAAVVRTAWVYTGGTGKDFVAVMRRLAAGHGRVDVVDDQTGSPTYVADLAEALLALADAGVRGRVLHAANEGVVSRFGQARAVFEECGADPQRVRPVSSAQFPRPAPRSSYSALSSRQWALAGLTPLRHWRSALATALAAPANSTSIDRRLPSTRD
# Target sequence (P9WH11 whole entry, looked up): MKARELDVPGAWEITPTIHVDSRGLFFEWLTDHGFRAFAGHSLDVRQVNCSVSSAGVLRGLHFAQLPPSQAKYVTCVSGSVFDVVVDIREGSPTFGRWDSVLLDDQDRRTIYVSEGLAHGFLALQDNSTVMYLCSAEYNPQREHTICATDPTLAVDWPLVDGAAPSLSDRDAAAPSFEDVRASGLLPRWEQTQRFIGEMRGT
# GlmU inhibition: inhibition of mycobacterial GlmU enzyme – biochemical, glucosamine-1-phosphate acetyltransferase (AID 1376); M. tuberculosis GlmU acetyltransferase enzyme assay; higher % means a stronger effect; inhibition, %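 (tested at 30 µM in the primary screen)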, or IC50 in µM where a hit was titrated; 220,000 compounds, 0.25% hits; in the data active = inhibition above about 13%;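 also: 0% = complete reaction with vehicle and 100% = reaction without substrate; strong numbers were not always called active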
# An asterisk follows results filed as active; nt = not tested or not shown. This is a subset, so the mix of outcomes need not match the whole.
molecule	RmlCD inh 1536	GlmU inhibition
CCOC(=O)CCn1cnc2ccc([N+](=O)[O-])cc2c1=O	8	-1.5%
COC(=O)CSc1nc2ccccn2c(=O)c1C=O	33	1.9%
Cc1nn(CCCC(=O)Nc2cc(Oc3ccc(F)cc3)cc([N+](=O)[O-])c2)c(C)c1[N+](=O)[O-]	nt	2.5%
O=c1[nH]cnc2[nH]ncc12	nt	0.6%
COc1ccc(C2CCCN2C(=S)Nc2ccc(C)cc2Cl)cc1OC (stereo unspecified)	5	0.9%
Cn1c(=O)c2c(nc(N3CCCCC3)n2CCSc2nc3ccccc3s2)n(C)c1=O	nt	6.0%
N#C/C(=C1\C(=O)Nc2c(Cl)cc(Cl)cc21)c1nnc2n1CCCCC2	-1	1.6%
O=C(CCl)Nc1ccccc1C(=O)c1ccccc1	7	-1.9%
Cc1ccc(OCC(=O)Nc2nnn(C)n2)c(C)c1	nt	2.0%
COC(=O)C1=C(N)Oc2cc(N(C)C)ccc2C1c1ccccc1OC (stereo unspecified)	36	-6.5%
CCN(CC)S(=O)(=O)c1ccc2c(c1)nc(CCC(=O)Nc1ccccc1Cc1ccccc1)n2CC	-8	0.1%
CCCCOP(=O)(c1ccc(N(C)C)cc1)C(O)c1ccc(OC)c(OC)c1 (stereo unspecified)	7	2.1%
NS(=O)(=O)c1cccc(NC(=O)CSc2nnnn2-c2ccccc2)c1	nt	-1.0%
O=C(N1CCOCC1)C(F)(F)C(F)(F)C(F)(F)C(F)(F)C(=O)N1CCOCC1	nt	9.5%
COc1ccc(C(=O)N/N=C/c2ccccn2)cc1OC	-11	1.9%
Cc1cc(C(=O)N2CCC3(CC2)OCCO3)cs1	-8	-4.8%
O=C(CN1C(=O)C(=O)N(Cc2ccco2)C1=O)NC1CCCCC1	3	2.3%
CCCOc1nc(SCCC)nc2c1cnn2-c1ccccc1	8	-7.2%
NC(N)=N/N=C/c1cccc(Cl)c1Cl	nt	-3.5%
Cc1ccc(CN2C(=O)N/C(=C/c3ccc4c(c3)n(C)c(=O)n4C)C2=O)cc1	0	-2.0%
O=C(NNC(=S)Nc1ccccc1)Nc1ccccc1	6	7.5%
CCCOc1ccc(C(=O)NCCc2ccccc2)cc1	7	-0.7%
CCCCCSc1nncc(=O)[nH]1	nt	-1.1%
Cn1c(=O)c2c(-c3ccc(C(C)(C)C)cc3)n(CC3CCCO3)cc2n(C)c1=O (stereo unspecified)	-4	-3.8%
Cc1ccccc1OCC(O)Cn1nnc2ccccc21 (stereo unspecified)	nt	0.0%
Cc1cccc(OCC2CCCN(Cc3nc(C4CC4)no3)C2)c1 (stereo unspecified)	nt	2.1%
CCc1ccc(C2=NN(S(C)(=O)=O)C(c3cccs3)C2)cc1 (stereo unspecified)	-10	7.1%
Cc1cc2nc3c(nc2cc1C)C1(C(=O)O)CCC3(C)C1(C)C (stereo unspecified)	nt	2.0%
O=C(NC1CCCC1)C(c1ccccc1)N(C(=O)c1ccno1)c1cccnc1 (stereo unspecified)	nt	2.4%
COc1ccc(NC(=O)c2nc[nH]c2C(=O)N2CCN(C(=O)OC(C)(C)C)CC2)cc1	-41	4.8%
NC(=O)NC(=O)COC(=O)c1ccccc1OCc1ccc(F)cc1	-14	2.3%
CN(c1ccccc1)S(=O)(=O)c1cccc(C(=O)NCCc2ccc(O)c(O)c2)c1	17	-4.9%
COCCCn1c(N)c(C(=O)Nc2ccccc2)c2nc3ccccc3nc21	-15	4.6%
CCOC(=O)c1c(NC(=O)CSc2nc3c(c(=O)n(C)c(=O)n3C)n2CC)sc(C)c1C	nt	-1.1%
CCN1CNC(=S)N(c2cc(C)ccc2C)C1	5	-2.2%
NC(=O)C1CCN(C(=O)N2c3ccccc3Sc3ccccc32)CC1	nt	9.0%

# Part of the list above in order of SMILES length, lowest first.
molecule	RmlCD inh 1536	GlmU inhibition
CCN1CNC(=S)N(c2cc(C)ccc2C)C1	5	-2.2%
O=C(NC1CCCC1)C(c1ccccc1)N(C(=O)c1ccno1)c1cccnc1 (stereo unspecified)	nt	2.4%
CCOC(=O)c1c(NC(=O)CSc2nc3c(c(=O)n(C)c(=O)n3C)n2CC)sc(C)c1C	nt	-1.1%

# Of the compounds above, three contain a thiophene ring, fused or not:
molecule	RmlCD inh 1536	GlmU inhibition
Cc1cc(C(=O)N2CCC3(CC2)OCCO3)cs1	-8	-4.8%
CCc1ccc(C2=NN(S(C)(=O)=O)C(c3cccs3)C2)cc1 (stereo unspecified)	-10	7.1%
CCOC(=O)c1c(NC(=O)CSc2nc3c(c(=O)n(C)c(=O)n3C)n2CC)sc(C)c1C	nt	-1.1%

# Carrying on:
molecule	RmlCD inh 1536	GlmU inhibition
CCc1ccccc1NC(=O)C1CC(c2ccc(F)cc2)=NO1 (stereo unspecified)	9	-4.9%
CCOc1ccccc1C(=O)Nc1nnc(COC)s1	nt	-1.8%
CCCn1c(SCC(=O)Nc2ccc3c(c2)CCC3)n[nH]c1=O	-2	1.0%
Cc1ccc2[nH]c(=O)c3cc(C(=O)NCC4CCCO4)sc3c2c1 (stereo unspecified)	nt	1.0%
Cc1ccccc1-c1nc(P(=O)(c2ccccc2)c2ccccc2)c(N2CCOCC2)o1	-5	1.1%
O=C(Nc1cc(F)ccc1F)C1CCCO1 (stereo unspecified)	nt	5.2%
COC(=O)CCCC(=O)N1CCCC(C(=O)c2ccc(OC)cc2C)C1 (stereo unspecified)	-9	0.6%
Cc1ccc(S(=O)(=O)N(Cc2ccc(Cl)cc2)c2ccccc2C(=O)NCc2cccnc2)cc1	nt	0.0%
O=c1c2ccccc2nnn1CSc1nnnn1-c1ccc(O)cc1	1	-4.5%
COc1ccc(Cc2nc(-c3ccncc3)no2)cc1	7	-1.9%
COc1cc(CNC2CCCCC2)c(Br)cc1OC1CCCC1	0	5.3%
CCOC(=O)NC(=O)/C(N=Nc1ccc(C(F)(F)F)cc1)=C(\C)O	12	1.4%
CC1CCCCC12NC(=O)N(CC(=O)NCCc1ccccn1)C2=O (stereo unspecified)	nt	0.4%
CCC(=O)Nc1ccc(C(=O)CSc2nnc(-c3ccccc3F)n2CCc2ccccc2)cc1	6	3.1%
O=C(Nc1ccc2nn(-c3ccccc3)nc2c1)c1ccc2c(c1)OCCO2	-2	4.8%
O=C(O)CNC1=NCCCCC1	nt	2.8%
CCN1C(=O)N(S(=O)(=O)c2ccc(C)cc2)[C@@H](c2ccccc2)C(C(=O)OC)=C1C	nt	4.3%
C/C(=N\NC(=O)CSc1ncccn1)c1ccc2c(c1)OCCO2	6	4.5%
Cc1nn(C)cc1NC(=O)CC12CC3CC(CC(C3)C1)C2	0	-4.2%
COc1ccc(C(c2nnnn2Cc2cccs2)N2CCN(c3ccc(F)cc3)CC2)cc1OC (stereo unspecified)	-9	nt
COc1cccc(NC(=O)CCNC(=O)Cn2ccc3ccccc3c2=O)c1	40	2.8%
O=C(COc1ccc(Cl)cc1)NCc1nnc(SCC(=O)NCC2CCCO2)o1 (stereo unspecified)	1	0.8%
CC(=O)Nc1ccc2nc(-c3ccccn3)[nH]c2c1	4	1.6%
CCNc1nc(OC)nc(N2CCC(Cc3ccccc3)CC2)n1	nt	2.1%
N#CC1=C(N)Oc2cc(N)ccc2C1C1CC=CCC1 (stereo unspecified)	-3	-1.6%
CN1CCN(c2nc(N(C)C)oc(=O)c2C#N)CC1	nt	-0.1%
CC(C)C(=O)N1CCN(c2ccccc2NC(=O)c2cc([N+](=O)[O-])ccc2N2CCOCC2)CC1	nt	-2.9%
Cc1cccnc1CCNC(=O)CCc1nnc(CCc2ccccc2)o1	-1	1.3%
CCc1cc2c(=O)c(-c3nc4ccccc4n3C)coc2c(CN2CCOCC2)c1O	30	-3.0%
Cc1nc2ccccc2c2nc(NC(=O)C(F)(F)F)nn12	0	-5.1%
COc1ccc(N/N=C(/C)c2cnnc(-c3ccccc3)n2)cc1	-12	-5.2%
COC(C/C=C/[C@H](O)[C@@H](C)OCc1ccccc1)OC	nt	6.8%
O=C(c1ccc(=O)oc1)N1CCOCC1	5	nt
C[n+]1cccc2ccc3c(c21)OC(N)=C(C#N)C3c1ccccc1 (stereo unspecified)	-10	-4.5%
Cc1cc(C)nc(-n2ncc3c2CC(c2ccc(C(C)C)cc2)CC3=O)n1 (stereo unspecified)	nt	-0.5%
O=C(COc1cccc2ccccc12)NCc1cccnc1	-7	-3.6%
O=C1COc2ccc(OCc3ccc(F)cc3)cc21	16	1.3%
Cn1c(=O)c2c(nc(SCCN3CCOCC3)n2Cc2ccccc2)n(C)c1=O	nt	8.1%
O=C(O)C1CCN(S(=O)(=O)c2ccc(N3CCOCC3)c([N+](=O)[O-])c2)CC1	-11	0.2%
CC12COC3(C(=O)Nc4cccnc4)CC1CCC32C (stereo unspecified)	5	0.5%
CCOC(=O)C1(Cc2ccccc2C(F)(F)F)CCN(CC2CC2)CC1	17	-4.7%
COc1ccc(C(=O)NC(C(=O)NCCc2ccc3c(c2)OCCO3)C(C)C)cc1 (stereo unspecified)	11	1.7%
Nc1cc(=O)[nH]c(SCC(=O)Nc2ccc(Cl)c(Cl)c2)n1	-8	2.5%
CCN1CCC2(CC1)NC(=O)c1ccccc1O2	-9	-0.6%
O=C(COc1cccc2cccnc12)N/N=C1\SCC(=O)N1Cc1ccco1	nt	0.2%
COc1ccccc1-c1nc(C#N)c(N2CCc3ccccc3C2)o1	8	6.7%
O=C(NCc1ccc2c(c1)OCO2)c1ccc(S(=O)(=O)N2CCOCC2)cc1	-7	2.4%
O=C(N/N=C/c1ccc(N2CCCCC2)o1)c1ccccc1[N+](=O)[O-]	nt	2.6%
O=C(NC1CCN(Cc2ccccc2)CC1)c1cncc(Br)c1	2	-1.5%
COc1ccc(-c2[nH]n(-c3ccc([N+](=O)[O-])cc3)c(=O)c2C=NCCN2CCNCC2)cc1	-7	-2.1%
CCC(=O)c1ccc(OCCn2cnc3ccccc32)cc1	-9	-3.2%
CC(C)(C)c1ccc(-c2c(C#N)c(N)nc3c2CCCC3)s1	-9	6.7%
Cc1c(Cl)c([N+](=O)[O-])nn1CCCC(=O)Nc1c(C)n(C)n(-c2ccccc2)c1=O	7	-1.5%
[O-][n+]1onc2c1CCC(=N/O)/C2=N\Nc1ccccc1	-10	8.4%
CC(=O)Nc1ccc(S(=O)(=O)NCC2CCC(C(=O)NC3CCCCCC3)CC2)cc1 (stereo unspecified)	6	0.3%
CC(C)C(=O)Nc1cccc(NC(=O)c2cccc(F)c2)c1	85	2.9%
Cc1c(-c2ccccc2)nc2ccccc2c1C(=O)Oc1ccc([N+](=O)[O-])cc1	-7	-2.5%
COc1ccc(N2C(=O)CCC(C(=O)N3CCOCC3)C2c2ccc(F)cc2)cc1 (stereo unspecified)	10	-2.6%
N#C/C(=C/c1cccs1)c1ccccn1	18	-3.5%
O=C(Nc1ccc(C2SCCS2)cc1)c1ccccc1	1	3.7%

# (next part)
molecule	RmlCD inh 1536	GlmU inhibition
Fc1ccc2nc3[nH]c4ccccc4c3nc2c1	-4	6.6%
Oc1c(N=NC(=S)Nc2ccccc2F)c2ccccc2n1Cc1ccccc1F	nt	-1.5%
Cn1c(SCC(=O)NC2CCCCC2)nnc1-c1cc2cc(Cl)ccc2o1	9	4.2%
Nc1nnnn1CC(=O)N/N=C/c1cccs1	11	-0.6%
Cc1ccc(-n2nc3ccc(NC(=O)/C=C/c4ccco4)cc3n2)cc1C	33	4.9%
O=C(NCc1cccc(Cl)c1)c1ccco1	-6	-4.4%
CCOc1ncccc1C(=O)OCC(=O)Nc1ccc(-c2nc3ccc(C)cc3s2)cc1	nt	1.1%
CC(C)COC(=O)C(N)C(C(=O)OCC(C)C)c1ccccc1 (stereo unspecified)	3	1.1%
O=C(NNc1ncc(C(F)(F)F)cc1Cl)c1c(Cl)cccc1Cl	-4	0.9%
CCCCCSc1nnc(N)s1	-5	-1.3%
COC(=O)c1cc2c(ccn2C)n1C	-7	-2.1%
Cc1cc(NC(=O)CN2C(=O)C3CC=CCC3C2=O)no1 (stereo unspecified)	-12	3.6%

# Complete entries, quoted from the list:
# O=C(NNc1ncc(C(F)(F)F)cc1Cl)c1c(Cl)cccc1Cl in the list: RmlCD inh 1536 = -4; GlmU inhibition = 0.9%
# Cc1cc(NC(=O)CN2C(=O)C3CC=CCC3C2=O)no1 (stereo unspecified) in the list: RmlCD inh 1536 = -12; GlmU inhibition = 3.6%

# Following part:
molecule	RmlCD inh 1536	GlmU inhibition
O=C(NCc1ccc(Cl)cc1)c1ccccc1Oc1ccccc1	nt	2.6%
COc1cccc(Cc2n[nH]c(=S)n2Cc2ccco2)c1	-3	5.8%
CC(=NCCN1CCCCC1)c1c(O)n(-c2ccc(Cl)cc2)c(=O)[nH]c1=O	37	0.3%
Cc1nn(Cc2ccc(F)cc2)c(C)c1NC(=O)c1nn(C)cc1Cl	nt	-1.9%
COc1ccc(OCc2cccc(C(=O)Nc3ccc(CN4CCCCC4)cc3)c2)cc1	-1	-3.6%
COC(=O)CN1C(=O)C(O)(CC(=O)c2ccccc2)c2ccccc21 (stereo unspecified)	nt	-3.2%
CS(=O)(=O)CCC(C(=O)OCc1ccc(Cl)cc1)N1C(=O)c2ccccc2C1=O (stereo unspecified)	6	3.4%
CCN(CC)CCOc1c(Br)ccc2c1sc1nc3n(c(=O)c12)CCC3	-15	-8.6%
Cc1nc2ccc(S(=O)(=O)N(C)CC(=O)NCc3ccc4c(c3)OCO4)cc2s1	5	-3.2%
